TIM10 inh: growth inhibitors of TIM10 yeast strain | AID 463195 | inhibition, % at 10 µM | actives 1.4% (n = 330,000) | S. cerevisiae TIM10 strain growth, BacTiter-Glo luminescence, 24 h;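 active = inhibition of 40% or more at the single tested concentration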;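 note: wild-type TIM10 isogenic control strain grown at permissive 25 °C; 0% = DMSO yeast wells and 100% = minimal medium wells without yeast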
UPR XBP1 act: adaptive UPR (XBP1) activation; CHO-XBP1 luciferase reporter, IRE1-XBP1 UPR activation, luminescence; percent of tunicamycin response, DMSO as zero; activation, % at 20 µM; actives 0.33% (n = 330,000);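 active = versus positive control, 20 µM dose yields 30% or more activation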;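 note: 100% = tunicamycin at 10 µg/mL and 0% = DMSO only wells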
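Assay system: CHO-XBP1 luciferase reporter cells; Schedule: 6 h treatment, 37 °C; Detection: glow luminescence from Steady-Glo reagent; Benchmarks: high control tunicamycin 10 µg/mL final, low control DMSO vehicle only.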
Jurkat NFkB inh: inhibitors of the PMA/ionomycin-induced NF-kB reporter in Jurkat cells; PMA/ionomycin-induced NF-kB luciferase reporter, luminescence; AID 435003; inhibition, % at 4 µM; actives 0.53% (n = 330,000); in the data active = inhibition above about 50%
Mdm2-MdmX inh: inhibitors of human Mdm2/MdmX interaction. actives 3% (n = 330,000). SaOS-2 split-luciferase Mdm2/MdmX complementation, luminescence. inhibition, % at 8 µM;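 active = inhibition of at least 50% at 8 µM in the primary screen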
Target sequence (O15151 whole entry, looked up): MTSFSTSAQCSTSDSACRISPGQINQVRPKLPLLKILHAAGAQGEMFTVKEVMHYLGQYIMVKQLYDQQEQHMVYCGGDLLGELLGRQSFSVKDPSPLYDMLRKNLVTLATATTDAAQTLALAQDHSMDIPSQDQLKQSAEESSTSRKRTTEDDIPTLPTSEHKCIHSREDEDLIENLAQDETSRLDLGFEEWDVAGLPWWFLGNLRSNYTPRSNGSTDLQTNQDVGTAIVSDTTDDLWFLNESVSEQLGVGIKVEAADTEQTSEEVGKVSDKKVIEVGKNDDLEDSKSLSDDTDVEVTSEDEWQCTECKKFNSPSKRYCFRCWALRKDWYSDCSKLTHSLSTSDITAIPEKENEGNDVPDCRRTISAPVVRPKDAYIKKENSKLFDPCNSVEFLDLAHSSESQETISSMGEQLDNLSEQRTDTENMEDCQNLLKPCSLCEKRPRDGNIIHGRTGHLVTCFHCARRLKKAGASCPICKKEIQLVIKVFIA
Target sequence (Q00987 whole entry, looked up): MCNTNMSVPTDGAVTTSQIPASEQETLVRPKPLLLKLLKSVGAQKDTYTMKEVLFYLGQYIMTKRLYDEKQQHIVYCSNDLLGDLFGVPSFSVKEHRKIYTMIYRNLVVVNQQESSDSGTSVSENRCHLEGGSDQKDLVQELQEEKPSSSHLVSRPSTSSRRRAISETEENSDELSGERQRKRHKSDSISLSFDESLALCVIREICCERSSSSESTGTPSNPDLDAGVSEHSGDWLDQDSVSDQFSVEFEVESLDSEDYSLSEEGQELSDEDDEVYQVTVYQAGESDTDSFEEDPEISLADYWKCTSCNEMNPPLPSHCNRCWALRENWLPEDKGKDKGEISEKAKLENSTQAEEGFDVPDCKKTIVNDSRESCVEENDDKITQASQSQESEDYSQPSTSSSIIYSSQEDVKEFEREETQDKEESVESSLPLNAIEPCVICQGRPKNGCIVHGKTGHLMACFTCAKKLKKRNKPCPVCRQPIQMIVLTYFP
tim10-1 inh: growth inhibitors of tim10-1 mutant yeast; S. cerevisiae tim10-1 ts strain growth, BacTiter-Glo, 24 h; actives 2.2% (n = 330,000); inhibition, % at 20 µM;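 active = inhibition of at least 40%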;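 note: mutant grown at 25 °C; 0% = DMSO wells with yeast and 100% = wells holding no yeast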
697 NFkB inh: inhibitors of the PMA/ionomycin-induced NF-kB reporter in 697 B cells | 697 B-cell NF-kB luciferase reporter, 16 h | inhibition, % at 4 µM | AID 435022 | actives 0.33% (n = 330,000); in the data active = inhibition above about 35%
UPR CHOP act: apoptotic UPR (CHOP) activation. CHO-CHOP luciferase reporter, luminescence; percent of tunicamycin response over DMSO baseline. activation, % at 10 µM. actives 0.34% (n = 330,000). AID 449763;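 active = at 10 µM dose, activation of 40% or more, normalized to positive control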;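 note: 100% = tunicamycin at 10 µg/mL and 0% = DMSO alone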
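Test system: CHO CHOP reporter cells. Input: 500 CHO-CHOP cells per well. Medium: F12 with 10% FBS. Technique: luciferase luminescence. Measure: percent activation relative to tunicamycin control. Dosing: 10 µM compound, 0.5% DMSO. Timing: 16-18 h cell attachment, then 6 h compound exposure, 37 °C.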
tim23-1 inh: tim23-1 yeast growth inhibition; S. cerevisiae tim23-1 growth, BacTiter-Glo luminescence, 24 h; inhibition, % at 20 µM; actives 1.3% (n = 330,000); AID 463212;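 active = growth inhibition of the mutant yeast at or above 50%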;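 note: temperature-sensitive mutant grown at 25 °C; plate controls were DMSO-treated mutant yeast for no effect and medium wells lacking yeast for full effect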
Starred values were filed as active, the others as inactive.

Labels used below – A = TIM10 inh; B = UPR XBP1 act; C = Jurkat NFkB inh; D = Mdm2-MdmX inh; E = tim10-1 inh; F = 697 NFkB inh; G = UPR CHOP act; H = tim23-1 inh
Cc1cc2oc(=O)cc(C)c2cc1NC(=O)CCl
  A: -6 | B: 0 | C: 2 | D: 58* | E: -7 | F: 24 | G: 1.5 | H: 15
CC(CCc1ccccc1)NC(=O)C1CCCN(c2nnc(-n3cccc3)s2)C1 (centres undefined)
  A: 6 | B: -2 | C: -2 | D: 13 | E: 13 | F: 22 | G: -0.8 | H: 1
COc1ccccc1CNC(=O)c1cccc(N(C)C)c1
  A: 9 | B: 5 | C: 12 | D: -8 | E: 4 | F: 11 | G: 1.9 | H: 13
Cc1ccccc1-c1cc(C(=O)O)n(CC2CC(c3cccnc3)=NO2)n1 (centres undefined)
  A: -1 | B: -1 | C: -1 | D: 17 | E: -13 | F: 11 | G: 0.2 | H: 4
COc1ccc(CN2CC(C(=O)N3CC(C)CC(C)C3)CC2=O)cc1 (centres undefined)
  A: 7 | B: 0 | C: 3 | D: 22 | E: -1 | F: 13 | G: -2.3 | H: 13
CCCOc1ccc(C(=O)NC(=S)NNC(=O)c2c(-c3ccccc3)noc2C)cc1
  A: -4 | B: 10 | C: -6 | D: 33 | E: 22 | F: -9 | G: -0.3 | H: 24
Cn1nnnc1SCC(=O)N1CCN(c2ccccc2)CC1
  A: -4 | B: 1 | C: -20 | D: -5 | E: 11 | F: -49 | G: -1.4 | H: -3
COc1ccc(-c2cc(-c3ccccc3)n[nH]2)c(O)c1
  A: 4 | B: 1 | C: -121 | D: -86 | E: 10 | F: -124 | G: 6.0 | H: 69*
O=C(/C=C/c1ccccc1[N+](=O)[O-])NCc1cccnc1
  A: -1 | B: -2 | C: 1 | D: 7 | E: 4 | F: 13 | G: 0.7 | H: 9
Cc1cc(C)nc(Nc2ccc(Br)cc2C(=O)O)n1
  A: 15 | B: -4 | C: -6 | D: -23 | E: -1 | F: -3 | G: 0.3 | H: 9
COc1ccc2c(COC(=O)CC3Sc4ccccc4NC3=O)cc(=O)oc2c1 (centres undefined)
  A: 14 | B: 9 | C: -17 | D: 16 | E: 14 | F: -11 | G: 0.1 | H: 6
COc1ccc(CNC(=O)c2ccc(Cn3cc(Br)cn3)o2)cc1
  A: 1 | B: -4 | C: -1 | D: 21 | E: 19 | F: 12 | G: 2.1 | H: -1
COc1ccc(Cn2c(C(C)C)nc3sc4ccccc4c(=O)c3c2=O)cc1
  A: 30 | B: 0 | C: 15 | D: 37 | E: 23 | F: -15 | G: 2.1 | H: 62*
CC(C)(Oc1ccc(Cl)cc1)C(=O)NC1CC1
  A: 4 | B: -1 | C: 3 | D: 12 | E: -3 | F: 13 | G: -0.3 | H: 4
CCCCc1nnc(NC(=O)CCSc2ccccc2)s1
  A: 8 | B: -2 | C: -2 | D: -8 | E: 14 | F: 3 | G: -1.1 | H: 9
Cc1ccccc1N1CC(C(=O)Nc2ccc(S(=O)(=O)N3CCCC3)cc2)CC1=O (centres undefined)
  A: 8 | B: -1 | C: -2 | D: 9 | E: -10 | F: -7 | G: 0.0 | H: 2
CN(CC(=O)N1CC(=O)N(CCc2ccccc2)C(=O)C1)S(=O)(=O)c1cccc2nsnc12
  A: 23 | B: 1 | C: 15 | D: -17 | E: 16 | F: -16 | G: -1.4 | H: 12
CCOC(=O)N1CCN(C(=O)CN2C(=O)COc3ccc(C)cc32)CC1
  A: -10 | B: 0 | C: 6 | D: 0 | E: -4 | F: 13 | G: 1.0 | H: -24
COc1ccc(Cc2nnc(SCC(=O)Nc3ncc(C)s3)o2)cc1
  A: -2 | B: -1 | C: 9 | D: -21 | E: 7 | F: 11 | G: 0.2 | H: 6
CCNC(=S)N1CCN(c2cccc(C(F)(F)F)c2)CC1
  A: 9 | B: -2 | C: -1 | D: -2 | E: 22 | F: 7 | G: 0.0 | H: 18
CCOc1cc(CNCc2cccs2)cc(Br)c1OCC
  A: 7 | B: -5 | C: -6 | D: 4 | E: 21 | F: 7 | G: -0.2 | H: 11
c1ccc2sc(-c3ccncc3)nc2c1
  A: -13 | B: 1 | C: -68 | D: -58 | E: 14 | F: -68 | G: 4.6 | H: 17
O=C1N(Cc2cccnc2)C[C@@H]2C[C@@H](c3ccccc3C#Cc3ccccc3)N3CCC[C@@]123
  A: 11 | B: -3 | C: -4 | D: -8 | E: 11 | F: -18 | G: 0.3 | H: 26
CSc1ccc(CNC(=O)Cc2ccc(NC(=O)C3=C(C)OCCS3)cc2)cc1
  A: -21 | B: 2 | C: -5 | D: 17 | E: 0 | F: -56 | G: 3.1 | H: 0
CCCCn1c(N)c(N(CC)C(=O)c2ccc(C)cc2)c(=O)[nH]c1=O
  A: -11 | B: -7 | C: -6 | D: -25 | E: 10 | F: 0 | G: 0.5 | H: 17
Cc1ccccc1C(=O)Nc1ccc(C(=O)N/N=C/c2ccc(O)c(Br)c2)cc1
  A: 15 | B: -2 | C: -11 | D: -30 | E: 5 | F: -12 | G: -0.3 | H: -1
COc1ccc(CCNC(=O)/C=C/C(=O)O)cc1OC
  A: 7 | B: 0 | C: 10 | D: -36 | E: -8 | F: 16 | G: 0.2 | H: 7
Cc1c(NC(=O)c2cccc(NC(=O)c3ccco3)c2)cccc1C(=O)O
  A: 4 | B: 0 | C: 13 | D: -5 | E: -13 | F: 9 | G: 2.6 | H: -4
COc1ccc(C)cc1N(C(=O)CNC(=O)c1ccco1)C(C(=O)NCC1CCCO1)c1ccccc1 (centres undefined)
  A: 10 | B: 2 | C: -2 | D: 16 | E: 5 | F: -1 | G: -0.6 | H: 6
COc1ccccc1/C=C/C=N/NC(=O)CN1CCN(S(=O)(=O)c2ccc(C)cc2)CC1
  A: 25 | B: -1 | C: 12 | D: -10 | E: 34 | F: -17 | G: 7.1 | H: 32
c1cncc(-c2nnc(-c3cccnc3)nn2)c1
  A: 36 | B: 3 | C: -8 | D: 33 | E: 50* | F: -13 | G: 1.4 | H: 54*
CN(C)/C=C1\SC(=S)N(N2C(=O)C3C4C=CC(C4)C3C2=O)C1=O (centres undefined)
  A: 0 | B: 1 | C: -5 | D: 12 | E: 20 | F: 1 | G: 0.8 | H: 22
COc1ccc(SCCc2ccncc2)cc1
  A: 4 | B: 0 | C: 4 | D: -19 | E: -24 | F: 3 | G: 0.2 | H: 2
O=C(COC(=O)CNC(=O)c1ccccc1)NC1CCCC1
  A: 0 | B: -1 | C: 1 | D: -8 | E: -1 | F: 7 | G: -0.7 | H: 15
OCCCc1n[nH]c(=S)n1-c1ccccc1
  A: -1 | B: 3 | C: -4 | D: 5 | E: -6 | F: 10 | G: -0.5 | H: -7
NC(Cc1ccc(Oc2ccc(O)cc2)cc1)C(=O)O (centres undefined)
  A: -2 | B: -5 | C: 0 | D: 11 | E: 4 | F: 7 | G: -0.2 | H: 4
O=C(NC1CCCC1)c1cc2nc(-c3ccco3)cc(C(F)(F)F)n2n1
  A: 3 | B: 2 | C: 5 | D: 16 | E: -2 | F: 26 | G: -0.4 | H: -15
O=C(NC(=O)c1cccc(F)c1)Nc1nc(-c2ccc(F)cc2)cc(C(F)(F)F)n1
  A: 14 | B: 1 | C: 5 | D: 18 | E: 7 | F: 12 | G: 0.6 | H: -8
CNc1ccn(C2CCCO2)c(=O)n1 (centres undefined)
  A: 13 | B: -4 | C: -9 | D: 18 | E: -19 | F: 11 | G: -0.3 | H: 14
COc1ccc(N2CCN(C(=O)CSc3nnc(COc4cccc5cccnc45)o3)CC2)cc1
  A: 15 | B: 0 | C: -17 | D: -13 | E: 17 | F: -6 | G: -1.0 | H: 19
COc1nc(-c2cccc([N+](=O)[O-])c2)nc2ccccc12
  A: 15 | B: 2 | C: 20 | D: 18 | E: 13 | F: 12 | G: 3.1 | H: 3
COc1cccc(/C=N/n2nnnc2N)c1
  A: -10 | B: 0 | C: -9 | D: 18 | E: -5 | F: -22 | G: -1.0 | H: 2
Cc1ccc(CN2CCN(/N=C/c3sccc3C)CC2)c(C)c1
  A: -8 | B: -2 | C: 1 | D: -23 | E: 13 | F: -3 | G: 0.9 | H: 10
Cc1cc(C)nc(N2CCC(C(=O)O)CC2)n1
  A: -10 | B: 1 | C: -2 | D: -8 | E: 2 | F: 9 | G: -0.6 | H: -4
Cc1ccc(S(=O)(=O)N2CCC[C@H]2C(=O)OC(C)C(=O)Nc2ncc(Cl)cc2Cl)cc1 (some centres undefined)
  A: 14 | B: 0 | C: 4 | D: 13 | E: 41* | F: -13 | G: 1.0 | H: 6
CC1CCN(CCc2nc3cc(NC(=O)COc4ccc(Cl)cc4)ccc3n2C)CC1
  A: -16 | B: -4 | C: 5 | D: 57* | E: -3 | F: 0 | G: 2.2 | H: -2
O=C(CCSc1nccn1Cc1ccccc1)N1CCOCC1
  A: -7 | B: 5 | C: -15 | D: 4 | E: 12 | F: 7 | G: 3.1 | H: 2
CC1(C)CC(=O)c2cc(C(=O)O)c(=O)n(-c3ccccc3)c2C1
  A: -9 | B: -1 | C: 8 | D: -8 | E: 11 | F: -14 | G: 1.8 | H: 29

Whole records from above. Order of values: TIM10 inh	UPR XBP1 act	Jurkat NFkB inh	Mdm2-MdmX inh	tim10-1 inh	697 NFkB inh	UPR CHOP act	tim23-1 inh
`COc1ccc(-c2cc(-c3ccccc3)n[nH]2)c(O)c1` as listed: 4	1	-121	-86	10	-124	6.0	69*
`O=C1N(Cc2cccnc2)C[C@@H]2C[C@@H](c3ccccc3C#Cc3ccccc3)N3CCC[C@@]123` as listed: 11	-3	-4	-8	11	-18	0.3	26
`COc1nc(-c2cccc([N+](=O)[O-])c2)nc2ccccc12` as listed: 15	2	20	18	13	12	3.1	3
`COc1ccc(Cc2nnc(SCC(=O)Nc3ncc(C)s3)o2)cc1` as listed: -2	-1	9	-21	7	11	0.2	6

Random excerpt: seven records from the list.
Labels used below – A = TIM10 inh; B = UPR XBP1 act; C = Jurkat NFkB inh; D = Mdm2-MdmX inh; E = tim10-1 inh; F = 697 NFkB inh; G = UPR CHOP act; H = tim23-1 inh
COc1ccc(SCCc2ccncc2)cc1
  A: 4 | B: 0 | C: 4 | D: -19 | E: -24 | F: 3 | G: 0.2 | H: 2
Cc1cc(C)nc(N2CCC(C(=O)O)CC2)n1
  A: -10 | B: 1 | C: -2 | D: -8 | E: 2 | F: 9 | G: -0.6 | H: -4
CN(C)/C=C1\SC(=S)N(N2C(=O)C3C4C=CC(C4)C3C2=O)C1=O (centres undefined)
  A: 0 | B: 1 | C: -5 | D: 12 | E: 20 | F: 1 | G: 0.8 | H: 22
COc1ccc(N2CCN(C(=O)CSc3nnc(COc4cccc5cccnc45)o3)CC2)cc1
  A: 15 | B: 0 | C: -17 | D: -13 | E: 17 | F: -6 | G: -1.0 | H: 19
O=C(NC1CCCC1)c1cc2nc(-c3ccco3)cc(C(F)(F)F)n2n1
  A: 3 | B: 2 | C: 5 | D: 16 | E: -2 | F: 26 | G: -0.4 | H: -15
O=C(CCSc1nccn1Cc1ccccc1)N1CCOCC1
  A: -7 | B: 5 | C: -15 | D: 4 | E: 12 | F: 7 | G: 3.1 | H: 2
O=C(NC(=O)c1cccc(F)c1)Nc1nc(-c2ccc(F)cc2)cc(C(F)(F)F)n1
  A: 14 | B: 1 | C: 5 | D: 18 | E: 7 | F: 12 | G: 0.6 | H: -8
